M1AAP inhibition = P. falciparum M1AAP inhibitors, biochemical, fluorogenic H-Leu-NHMec substrate, 1536-well (AID 1445) | recombinant M1AAP, H-Leu-NHMec fluorogenic kinetic assay; higher % means a stronger effect | inhibition, % at 30 µM; hits with a dose series show IC50 in µM | 220,000 tested, 0.42% active;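 active means primary inhibition above the hit cutoff, then over 50% inhibition at one or more dose response concentrations, cut at about 23% in these data, passing the limit was not always enough; inconclusive means conflicting primary data, or primary hits not chosen for dose response; inactive means low primary inhibition, or under 50% at every dose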;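 further: plate controls were DMSO full reaction for no effect and no enzyme background for full effect; strong numbers were not always called active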
CSM14.1 death rescue = rescue of cells from ER stress-induced death, primary screen, 384-well, CSM14.1, thapsigargin, ATP luminescence (AID 1222) | 190,000 tested, under 10 active | cellular ATP content (survival), % at 20 µM, or EC50 in µM where a hit was titrated | CSM14.1 thapsigargin-induced death rescue, ATP luminescence; higher % means a stronger effect;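 active means EC50 below 50 µM in the dose-response confirmation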;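 further: death triggered by thapsigargin at about 15 µM added after 2 h compound pretreatment; cell ATP read after overnight thapsigargin exposure of roughly 18 to 22 hours; normalized against plate controls of thapsigargin alone and 5% DMSO vehicle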
Lipid droplet = hepatic lipid droplet formation modulation; AML12 mouse hepatocytes, oleate lipid droplets, BODIPY imaging; inhibition, % at 6.5 µM; 240,000 tested, 0.4% active; AID 1656;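 active means lipid droplet intensity inhibited by at least 50%, with more than 500 cells counted; inconclusive means wells with under 300 cells, treated as cytotoxic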
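System: AML12 hepatocytes (mouse). Probe or stimulus: oleic acid at 100 µM to induce lipid droplet formation. Times: overnight treatment with compound plus oleate. Detection: Image-based BODIPY and DAPI two-channel analysis. Evaluation: percent inhibition of filter-corrected integrated lipid droplet intensity per well.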
Dynein cargo inh = blocks dynein driven cargo transport along microtubules; 3617.4 mouse cells, GR-EGFP nuclear translocation imaging; test concentration mostly 20 µM; stimulated with dexamethasone, 1 µM; hits give low values; z-score, hits read low; 220,000 tested, 0.47% active;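 active means plate z-score of nuclear minus cytoplasmic receptor signal below a set negative limit, without overly bright fluorescence or cell loss, cut at about -3.5 in these data, passing the limit was not always enough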;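 further: z-score of nuclear minus cytoplasmic ring GR-EGFP intensity difference per well; some compounds called inactive have numbers as strong as hits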
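Buffer or medium: tet-free, stripped-serum medium; Also added: dexamethasone, 1.0 µM final; Technique: high-content fluorescence imaging after fixation; Times: 48 h induction, 1 h compound, 30 min dex at 37 °C; Read-out: per-cell GR-EGFP intensity, nucleus versus surrounding cytoplasmic ring, well-averaged.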
P. falciparum M17LAP = P. falciparum M17LAP inhibitors, primary screen, biochemical, fluorogenic H-Leu-NHMec substrate, 1536-well (AID 1619); recombinant M17LAP, H-Leu-NHMec fluorogenic kinetic assay; higher % means a stronger effect; inhibition, % at 30 µM; hits with a dose series show IC50 in µM; 220,000 tested, 0.38% active;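 active means compound inhibiting the enzyme by more than half at any dose during confirmatory dose-response retesting; inconclusive means strong single-dose inhibitors picked by rank but not retested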;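 further: plate controls were full reaction with DMSO carrier for no effect and no enzyme background for full effect; strong numbers were not always called active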
Autophagy mod = autophagy modulation, high-content screen. MEF GFP-LC3 puncta imaging; test concentration mostly 10 µM. calls only at 10 µM (by protocol). 190,000 tested, 0.98% active. AID 463193;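 active means percentage of spot-positive cells more than 3 SD above its plate mean, without a fluorescence outlier flag or 80% toxicity; inconclusive means no clear call, values can overlap the other calls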;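 further: spot-positive cell cutoff set from DMSO-treated cells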
MT stabilize HCS = microtubule stabilizers in HeLa cells; 200,000 tested, 0.83% active; AID 2205; HeLa tubulin immunostaining HCS, 24 h; share of cells brighter than vehicle mean+2SD; % tubulin-high responders, % at 10 µM;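 active means plate Z-score above 3 for both tubulin-high and condensed-nucleus cell shares, with cell loss under 80%, at 10 µM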;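 further: anti alpha tubulin signal scored within the nucleus-defined area of each cell; some results filed as inactive read as strong as hits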
Yfh1-depleted yeast = enhancers of respiration in Yfh1-depleted yeast, dose response, Friedreich's ataxia, plus single-dose screen (AID 1465); S. cerevisiae Yfh1-off respiration, WST-1 reduction, 72 h; higher fold induction means a stronger effect; fold induction at 50 µM; hits with a dose series show EC50 in µM; 220,000 tested, 0.074% active;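 active means fold induction of absorbance versus untreated yeast above a set limit, then at least 30% activation at any dose in follow-up; inconclusive means repeats straddling the limit, or above it without dose testing; inactive means fold induction below the set limit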;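 further: activators that raise dye reduction in frataxin-depleted yeast; strong numbers were not always called active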
Insulin prom up = MIN6 insulin promoter up-regulation; MIN6 insulin promoter-GFP reporter, high-content imaging; hits give high values; z-score at 5 µM; 190,000 tested, 0.3% active; AID 1625;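 active means z-score above 3 at 5 µM with at least 500 cells counted in the well; inconclusive means wells under 500 cells, flagged as cytotoxic or low count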
Dynein cargo inh cytoplasmic EGFP = recorded beside Dynein cargo inh, whose call it bears; z-score; measured here: cytoplasmic GR-EGFP intensity; hits give high values
Dynein cargo inh nuclear GR-EGFP = further read-out of Dynein cargo inh, marked with its call; z-score; measured here: nuclear GR-EGFP intensity;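 lower value marks the stronger effect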
Dynein cargo inh cell count = second read-out of Dynein cargo inh, no call of its own (marks repeat the call); z-score; measured here: cell count per field
Insulin prom up cell count = also measured in Insulin prom up; calls as there; cell count; measured here: cytotoxicity, nuclei count;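 total cells summed across four imaged fields per well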
Lipid droplet cells 6.5 µM = second read-out of Lipid droplet, no call of its own (marks repeat the call); cell count; measured here: cell count, cytotoxicity flag;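 cells counted across two imaged fields per well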
MT stabilize HCS Hoechst-high % = second read-out of MT stabilize HCS, no call of its own (marks repeat the call); % Hoechst-high responders; measured here: nuclear condensation Hoechst responders;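 share of cells brighter than vehicle mean plus two SD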
MT stabilize HCS cytotoxicity % = also measured in MT stabilize HCS; calls as there; toxicity, %; measured here: cytotoxicity by cell density;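 0% = mean cell density of plate MIN control wells and 100% = no cells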
Autophagy mod cell loss 18 h = also measured in Autophagy mod; calls as there; toxicity, %; measured here: cell loss, nuclei count;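 cell loss after 18 h compound exposure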
Starred values were filed as active, the others as inactive; i = inactive; ? = inconclusive; nt = not tested or not shown.

Under each structure: M1AAP inhibition	CSM14.1 death rescue	Lipid droplet	Lipid droplet cells 6.5 µM	Dynein cargo inh	Dynein cargo inh cytoplasmic EGFP	Dynein cargo inh nuclear GR-EGFP	Dynein cargo inh cell count	P. falciparum M17LAP	Autophagy mod	Autophagy mod cell loss 18 h	MT stabilize HCS	MT stabilize HCS Hoechst-high %	MT stabilize HCS cytotoxicity %	Yfh1-depleted yeast	Insulin prom up	Insulin prom up cell count
Cc1nn(Cc2ccccc2)c2c1C(c1ccco1)C(C#N)=C(N)O2 (centres undefined)
    9%	-2.4%	4	691	0.078	-0.2	0.014	-0.24	7%	i	-13	1.3	1.9	6.0	i	-0.45	875
CC(C)(C)c1ccc(C(=O)N2CCC(C(=O)NCC3CCCO3)CC2)cc1 (centres undefined)
    5%	-1.8%	-5	666	-0.64	-0.26	-0.28	0.24	4%	i	-1	2.7	0.4	29	i	-0.46	1273
CCC[N+](CC#Cc1ccccc1)(CCC)CC(=O)OCC
    -5%	-0.9%	8	572	-0.6	-0.3	-0.68	0.71	-5%	i	7	1.9	3.8	11	i	nt	nt
Cc1cc(C)nc(/N=C2\NC(=O)CC(C(=O)O)N2CCc2c[nH]c3ccccc23)n1 (centres undefined)
    13%	-0.2%	nt	nt	-0.41	-0.32	-0.21	0.81	11%	nt	nt	4.1	2.7	6.2	i	-0.18	923
COc1ccc(S(=O)(=O)NC(C)C(=O)Nc2cccc([N+](=O)[O-])c2)cc1 (centres undefined)
    -3%	-7.7%	5	590	0.42	-0.25	0.31	0.31	4%	i	-1	3.4	0.7	7.1	i	0.79	999
Cn1nc(C(=O)Nc2nc(-c3ccc(F)cc3)cs2)ccc1=O
    1%	nt	-34	762	1.3	-0.26	0.56	-0.61	2%	nt	nt	nt	nt	nt	i	0.19	1351
COc1ccc(/C=C/C(=O)c2c(C)nc3ccccn23)cc1
    11%	1.7%	nt	nt	0.66	-0.2	0.85	0.13	9%	i	7	8.9	5.5	15	i	-0.52	1261
CCOC(=O)C(NC(=O)c1ccccc1)=C1CCCCC1
    10%	-1.0%	nt	nt	0.8	-0.19	0.79	-1.7	7%	i	-52	5.7	0.8	9.8	i	0.01	1331
OCC(C#CCN1CCCCC1)NCc1ccccc1 (centres undefined)
    -1%	-0.6%	nt	nt	-0.74	-0.14	-0.11	0.51	0%	i	20	6.8	1.1	6.7	i	nt	nt
COc1ccc(-c2nnc(SCC(=O)c3ccc[nH]3)o2)cc1
    1%	1.6%	-34	724	0.33	0.079	0.59	-0.27	-1%	i	-5	1.8	2.0	7.1	i	0.28	1050
O=C(Nc1ccc(-c2csc(Nc3cccc(C(F)(F)F)c3)n2)cc1)c1ccccc1
    5%	nt	11	713	0.65	-0.56	0.34	-0.27	0%	nt	nt	nt	nt	nt	i	-0.65	1075
COC(=O)C1=C(N)c2c(F)cccc2C1(C#N)c1ccccc1 (centres undefined)
    16%	4.2%	nt	nt	0.76	-0.06	0.25	-0.41	8%	i	5	0.9	1.1	11	i	0.16	897
Cc1cccn2cc(-c3ccc(Cl)cc3)nc12
    -3%	-1.7%	-4	684	0.45	-0.27	0.44	-0.51	-5%	i	-28	1.5	1.1	7.0	i	-0.43	1295
CCCCCCOC(=O)C[N+](C)(C)CCOC1CC2CCC1(C)C2(C)C (centres undefined)
    6%	-1.4%	-4	653	1.3	-0.023	0.42	-3	-3%	i	-6	5.6	1.7	3.0	i	?	nt
COc1ccc(N2CCN(c3nc(NCCc4ccc(OC)c(OC)c4)nc(OC)n3)CC2)cc1
    1%	-1.3%	-15	695	-0.87	-0.21	-0.93	-0.13	7%	i	-3	2.1	1.0	5.2	i	0.17	1404
COc1nc(-c2ccccc2)ncc1S(=O)(=O)c1ccccc1
    6%	2.6%	2	727	-0.44	-0.3	-0.27	0.46	0%	i	-26	1.8	1.7	9.7	i	-0.75	1446
N#CC(c1ccc(Cl)cc1)N1CCOCC1 (centres undefined)
    5%	-1.6%	6	703	0.0062	-0.34	-0.29	0.71	3%	i	33	5.7	1.3	8.3	i	1.2	1179
O=C(Nc1ccc2c(c1)OCO2)C1CCN(S(=O)(=O)c2cccc3cccnc23)CC1
    2%	4.3%	nt	nt	-0.095	-0.17	0.022	-0.56	-6%	i	-10	4.1	1.0	12	i	-0.05	1637
O=C(NCc1ccncc1)c1ccc(Cl)c(S(=O)(=O)N2CCOCC2)c1
    3%	-0.1%	nt	nt	1.5	-0.17	0.79	-0.73	6%	i	-22	5.5	4.6	9.2	i	-0.57	1418
COC(=O)c1cccc(NC(=O)CC2NCCNC2=O)c1 (centres undefined)
    -3%	nt	nt	nt	0.25	-0.18	-0.14	0.075	0%	nt	nt	nt	nt	nt	i	-0.27	1370
COc1ccc(C2C(C(=O)N3CCN(c4ccccc4)CC3)c3ccccc3C(=O)N2C)cc1 (centres undefined)
    11%	0.1%	-21	725	-0.21	0.0015	0.23	0.33	22%	i	2	2.8	1.4	5.9	i	-0.02	1266
Nc1nc(SC23CC4CC(CC(C4)C2)C3)ns1
    2%	nt	-12	697	-0.68	-0.29	0.23	0.46	-2%	nt	nt	nt	nt	nt	i	0.84	940
O=C(NC(=O)c1ccccc1)NC1(C(F)(F)F)OCCO1
    0%	-1.6%	nt	nt	-0.15	-0.22	0.13	0.31	-3%	i	-1	4.4	2.2	7.8	i	0.23	1042
O=C(CN1C(=O)C2C3c4ccccc4C(c4ccccc43)C2C1=O)Nc1cccc(C(=O)O)c1 (centres undefined)
    15%	-3.8%	-5	694	-0.16	-0.24	-0.095	-0.019	23%	i	13	2.4	3.5	4.7	i	0.47	1351
Cc1nc(-c2cccc(S(=O)(=O)N3CCC(C)CC3)c2)cs1
    10%	0.2%	nt	nt	-0.27	-0.32	0.062	0.29	-13%	i	10	2.8	2.0	11	i	-0.35	1382
Cn1c(SCC(=O)Nc2ccc3[nH]c(=O)[nH]c3c2)nnc1-c1ccc(F)cc1
    -1%	nt	-20	638	1.2	-0.076	1.4	-2.6	-3%	nt	nt	nt	nt	nt	i	0.17	1001
CCCCn1c(O)c(N=Nc2ccccn2)c2ccccc21
    15%	0.5%	3	570	0.37	-0.25	-0.24	0.079	5%	i	3	2.5	3.6	9.5	i	-0.35	1266
c1ccc2c(c1)OCCOCCOCCOCCOCCOc1ccccc1OCCOCCOCCO2
    1%	1.0%	-34	673	-0.59	-0.14	-0.41	-0.041	-5%	i	0	1.9	1.3	1.1	i	-4	679
Cc1cc(C(=O)N/N=C/c2ccc3c(c2)OCO3)c(C)n1-c1ccc(F)cc1
    -1%	-0.4%	26	682	0.96	0.35	0.68	-1.2	25%	i	-11	2.2	1.9	0.1	i	0.2	1351
O=C1c2cccc(OCC(=O)N3CCCc4ccccc43)c2CCN1Cc1ccc(Br)cc1
    2%	-2.4%	-46	623	-0.52	-0.083	-0.36	-0.35	13%	i	0	3.0	1.5	6.1	i	-0.88	1422
Cn1c(N)c(C(=O)COC(=O)c2cc(-c3ccco3)nc3ccccc23)c(=O)n(Cc2ccccc2)c1=O
    8%	-2.1%	11	750	-0.82	-0.15	0.017	0.81	-14%	i	16	3.9	3.0	5.3	nt	-0.14	1354
Cc1ccc(-n2c(C)nn(CC3CC3)c2=O)cc1
    9%	-1.3%	4	660	1	-0.32	1.2	-1.3	5%	i	-2	2.8	3.4	6.6	i	0.25	1356
COc1ccc(CCNC(=O)CN2C(=O)c3cccc4cccc(c34)C2=O)cc1OC
    14%	-0.4%	56*	649*	-0.091	-0.36	-0.55	0.47	6%	i	-2	1.7	1.1	2.1	i	0.53	1464
O=C(CN1CCN(CCN2C(=O)c3cccc4cccc(c34)C2=O)CC1)c1ccc(F)cc1
    11%	-1.6%	-33	687	-0.049	-0.18	-0.51	0.33	10%	i	-7	2.1	1.7	2.3	i	1	1692
CN(c1ccccc1)c1nc2ccsc2c(=O)s1
    0%	-2.3%	-2	655	0.55	0.3	0.64	-0.22	6%	i	5	2.7	1.9	8.8	i	-0.01	1222
Cc1cc(C)nc(/N=C(\N)N2CCCCCC2)n1
    -1%	-1.7%	3	504	-0.13	-0.087	0.23	-0.55	-1%	i	-4	4.1	2.7	4.5	i	0.12	1476
CC1=C(C#N)c2nc(N)c(C#N)c(C)c2/C1=C\c1ccc(-c2ccccc2C(=O)O)o1
    52µM*	2.1%	-25	679	0.62	-0.19	0.73	0.17	57%	i	3	2.8	2.2	7.6	?	-0.44	1286
O=c1oc(Nc2cccc(F)c2)nc2ccccc12
    2%	0.1%	nt	nt	-0.41	0.06	-0.25	0.35	21%	i	5	1.2	1.6	3.5	i	0.86	1530

From PubChem BioAssay
